# High-throughput results deposited in PubChem BioAssay by Southern Research Specialized Biocontainment Screening Center.
# tuberculosis growth: growth inhibition of non-replicating M. tuberculosis (AID 488890); Mycobacterium tuberculosis non-replicating, growth inhibition; higher % means a stronger effect; one-dose inhibition, % at 25 µM; IC50 in µM for titrated hits; 0.39% of 320,000 active; in the data active = a potency from the dose series; inconclusive = inhibition mostly from about 82% at the one dose, without a potency; inactive = the rest, 99 in 100 with inhibition below about 76%;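 also: plate controls were DMSO cells for no effect and high antibiotic wells for full effect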
# VEEV TC-83 Vero: inhibitors of VEEV TC-83 cytopathic effect, confirmation, Vero cells (AID 588727); Vero cells, VEEV TC-83 cytopathic effect inhibition; higher % means a stronger effect; inhibition, % at 20 µM; hits with a dose series show IC50 in µM; 0.13% of 350,000 active; in the data active = a potency from the dose series; inconclusive = inhibition mostly from about 14% at the one dose, without a potency; inactive = the rest, 99 in 100 with inhibition below about 12%; also: strong numbers were not always called active
# PhoP GFP inhibition: PhoP regulon inhibitors, Salmonella typhi PhoP promoter GFP reporter, confirmatory (AID 1850); Salmonella Typhi PhoP-promoter GFP reporter, fluorescence, 4 h; higher % means a stronger effect; 0.33% of 310,000 active; one-dose inhibition, % at 50 µM; IC50 in µM for titrated hits; in the data active = a potency from the dose series; inconclusive = inhibition mostly from about 25% at the one dose, without a potency; inactive = the rest, 99 in 100 with inhibition below about 19%;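 also: 0% = induced wells with vehicle and 100% = uninduced wells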
# influenza NS1A: H1N1 influenza NS1A inhibitors, functional cell based assay (AID 504329) | one-dose inhibition, % at 12.5 µM; IC50 in µM for titrated hits | NS1A functional cell-based assay, percent inhibition; higher % means a stronger effect | 0.3% of 340,000 active; in the data active = a potency from the dose series; inconclusive = inhibition above about 27% without an active follow-up result; also: strong numbers were not always called active
# M. tuberculosis HTS: M. tuberculosis growth inhibition, HTS (AID 449762) | M. tuberculosis H37Rv growth inhibition, 7H9 media; higher % means a stronger effect | inhibition, % at 25 µM, or IC50 in µM where a hit was titrated | 0.59% of 330,000 active; in the data active = a potency from the dose series; inconclusive = inhibition above about 70% without an active follow-up result;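 also: bacterial growth assessed after seven days of incubation; strong numbers were not always called active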
# VEEV TC-83 Vero 10K pilot screen: further read-out of VEEV TC-83 Vero, marked with its call; inhibition, %; measured here: 10K pilot screen inhibition
# Active calls of the source: *; i = inactive; ? = inconclusive; nt = no result given.
# Sample of the layout, four compounds:
SMILES,tuberculosis growth,VEEV TC-83 Vero,PhoP GFP inhibition,influenza NS1A,M. tuberculosis HTS,others
CCNC(=O)NC(=O)CSc1ccccc1F,51%,0.1%,-9%,7%,3%,
CC(=O)N1CCc2c(sc(NC(=O)Cc3ccc(C)cc3C)c2C#N)C1,7%,i,-3%,2%,8%,
Cc1ccc(NC(=O)CSCC(=O)Nc2cccc3ncccc23)cc1,24%,4.1%,-5%,-9%,-1%,
Cc1nn(-c2ccccc2C(F)(F)F)c(=O)c2noc(C)c12,-7%,0.5%,3%,-28%,-1%,

# The whole of this part, from the start:
SMILES,tuberculosis growth,VEEV TC-83 Vero,PhoP GFP inhibition,influenza NS1A,M. tuberculosis HTS,others
CCNC(=O)NC(=O)CSc1ccccc1F,51%,0.1%,-9%,7%,3%,
CC(=O)N1CCc2c(sc(NC(=O)Cc3ccc(C)cc3C)c2C#N)C1,7%,i,-3%,2%,8%,
Cc1ccc(NC(=O)CSCC(=O)Nc2cccc3ncccc23)cc1,24%,4.1%,-5%,-9%,-1%,
Cc1nn(-c2ccccc2C(F)(F)F)c(=O)c2noc(C)c12,-7%,0.5%,3%,-28%,-1%,
Cc1ccc(N2CC(C(N)=O)CC2=O)cc1C (stereo not given),-11%,5.8%,-20%,-1%,1%,
CC(C)[N+](C)(C)CC#CC(O)(c1ccccc1)c1ccccc1,-1%,0.9%,11%,-16%,12%,
Cc1ccc(NC(=O)CN2C(=O)N/C(=C/c3ccc(N4CCOCC4)cc3)C2=O)cc1,9%,1.0%,-3%,-4%,5%,
CCc1ccc(N(CC(=O)NC2CC2)S(=O)(=O)c2ccc(C)cc2)cc1,-6%,2.1%,-10%,4%,-13%,
CCC(C)NC(=O)CSc1nnc(-c2cc(OC)c(OC)c(OC)c2)c(-c2cc(OC)c(OC)c(OC)c2)n1 (stereo not given),4%,i,2%,21%,-2%,
Cc1ccc(CN(C(=O)c2cccs2)C2CCS(=O)(=O)C2)cc1 (stereo not given),-2%,1.2%,-8%,-3%,2%,
CN(Cc1ccccc1)C1CCCN(C(=O)COc2ccccc2Cl)C1 (stereo not given),10%,3.5%,0%,0%,-4%,
CCCNC(=O)c1ccc(N2CCC3(CC2)CC(c2ccccc2)=NO3)c(NC(=O)c2ccco2)c1,5%,9.4%,10%,-4%,-1%,

# Copied from above, 4 compounds:
SMILES,tuberculosis growth,VEEV TC-83 Vero,PhoP GFP inhibition,influenza NS1A,M. tuberculosis HTS,others
CCNC(=O)NC(=O)CSc1ccccc1F,51%,0.1%,-9%,7%,3%,
CC(=O)N1CCc2c(sc(NC(=O)Cc3ccc(C)cc3C)c2C#N)C1,7%,i,-3%,2%,8%,
Cc1ccc(NC(=O)CSCC(=O)Nc2cccc3ncccc23)cc1,24%,4.1%,-5%,-9%,-1%,
Cc1nn(-c2ccccc2C(F)(F)F)c(=O)c2noc(C)c12,-7%,0.5%,3%,-28%,-1%,

# Further entries.
SMILES,tuberculosis growth,VEEV TC-83 Vero,PhoP GFP inhibition,influenza NS1A,M. tuberculosis HTS,others
COc1ccc(CNC(=O)c2cccc(N3CCCC3=O)c2)cc1,-9%,1.5%,-6%,-3%,-8%,
CCOCCCNC(=O)CN1C(=O)CSc2ccc(S(=O)(=O)N3CCOCC3)cc21,1%,2.3%,-7%,3%,1%,
CN1CCN(c2ccc(NC(=O)COc3ccc4ccccc4c3)cc2)CC1,17%,0.3%,-4%,14%,1%,
O=C(NCc1cccnc1)c1ccc(NS(=O)(=O)c2cccc([N+](=O)[O-])c2)cc1,14%,25%,nt,-8%,9%,
CCC(C)NC(=O)c1c(F)c(F)c(F)c(F)c1F (stereo not given),11%,0.8%,1%,-3%,1%,
CC1CN(CCOc2ccccc2C(C)C)CC(C)O1 (stereo not given),-14%,0.1%,-4%,-1%,3%,
NC(=O)NC(Cc1ccccc1)C(=O)NCC1(N2CCCCC2)CCCCC1 (stereo not given),1%,4.4%,2%,12%,-8%,
CCC(Oc1ccc(Cl)cc1)C(=O)N1CC(=O)Nc2ccccc21 (stereo not given),-11%,5.0%,-10%,10%,2%,
Cc1ccc(C)c(OCc2nnc(SCC(=O)NCc3ccc4c(c3)OCO4)o2)c1,?,7.3%,-11%,-3%,-7%,
CCc1cc(C(=O)N2CCCC(CCC(=O)NCc3cccc(OC)c3)C2)no1 (stereo not given),0%,i,-7%,-13%,-5%,
O=C(Cc1csc(Nc2nc(=S)[nH]c3ccccc23)n1)N1CCN(c2cccc(Cl)c2)CC1,-4%,0.1%,-1%,-6%,59%,
O=C(CS(=O)CC(=O)N(CC(=O)NC1CCCC1)C1CCCC1)Nc1ccc(F)cc1 (stereo not given),-8%,i,1%,-71%,-11%,

# Structural class, those above with an aryl thioether with sulfur outside any ring (three)
SMILES,tuberculosis growth,VEEV TC-83 Vero,PhoP GFP inhibition,influenza NS1A,M. tuberculosis HTS,others
CCNC(=O)NC(=O)CSc1ccccc1F,51%,0.1%,-9%,7%,3%,
CCC(C)NC(=O)CSc1nnc(-c2cc(OC)c(OC)c(OC)c2)c(-c2cc(OC)c(OC)c(OC)c2)n1 (stereo not given),4%,i,2%,21%,-2%,
Cc1ccc(C)c(OCc2nnc(SCC(=O)NCc3ccc4c(c3)OCO4)o2)c1,?,7.3%,-11%,-3%,-7%,

# (continued)
SMILES,tuberculosis growth,VEEV TC-83 Vero,PhoP GFP inhibition,influenza NS1A,M. tuberculosis HTS,others
COc1ccccc1-c1cc2nc(C)cc(C)n2n1,14%,5.3%,-13%,nt,8%,
COc1cc(/C=N/NC(=O)c2cc3ccccc3[nH]2)ccc1O,30%,7.5%,-3%,-12%,1%,
CC(C)Sc1nc(N2CCOCC2)c2c(c1C#N)CC(C)(C)SC2,-7%,1.8%,1%,5%,5%,
CN(CCO)c1ccc(-c2nn(C)c(=O)c3ccccc23)cc1[N+](=O)[O-],21%,0.3%,-5%,2%,9%,
COc1cc(NC(=O)c2cccnc2SC)cc(OC)c1,7%,0.5%,-1%,0%,3%,
COc1ccccc1NS(=O)(=O)c1cc(NC(=O)c2cc[n+]([O-])cc2)ccc1N1CCCC1,29%,1.3%,3%,0%,26%,VEEV TC-83 Vero 10K pilot screen=1.7
COc1cccc(N2CCN(C3CC(=O)N(c4ccc(F)c(Cl)c4)C3=O)CC2)c1 (stereo not given),27%,0.2%,-10%,8%,-3%,
Cc1ccc(CN2CCc3[nH]c(=O)[nH]c(=O)c3C2)cc1,-19%,0.8%,-1%,-7%,-14%,
CCN(CC)C(=O)c1[nH]cnc1C(=O)NCc1ccccc1,24%,1.8%,nt,2%,-3%,
CC(C)c1ccc(O)c(C(=O)c2cnn(-c3ccccc3)c2)c1,15%,8.4%,6%,5%,55%,
Cc1ccccc1-n1c(-c2ccoc2)nc2ccccc2c1=O,1%,2.4%,-13%,-4%,14%,
CCOc1ccnc2c1c(=O)n(Cc1cc(OC)cc(OC)c1)c(=O)n2C,-12%,12%,-20%,0%,7%,
CCn1c(SCc2ccc(C)cc2)nnc1-c1cnccn1,48%,3.7%,-3%,-11%,-1%,
Cc1cc(C)cc(-n2c(SCC(=O)NCc3ccc4c(c3)OCO4)nc3ccccc3c2=O)c1,-38%,9.9%,-8%,2%,9%,
Cc1noc(C)c1CSc1nnc(-c2cc(Cl)ccc2Cl)n1N,7%,1.4%,6%,1%,-1%,VEEV TC-83 Vero 10K pilot screen=1.4
COc1ccc(CNC(=O)CN2C(=O)CC(c3ccccc3)=Nc3ccccc32)cc1,5%,8.5%,7%,5%,4%,
CC(C)(C)c1nnc(NC(=S)Nc2ccccc2)s1,?,5.5%,0%,-18%,?,
CC(C)NC(=O)Nc1cccc2c1O[C@H](CN(C)C(=O)NC(C)C)[C@@H](C)CN([C@H](C)CO)C2=O,6%,1.6%,nt,15%,-6%,
CCCc1cc(C(=O)Cc2nc3ccccc3s2)c(O)cc1O,8%,9.8%,-15%,3%,5%,
CCOc1ccc(N(CC(=O)NC(C)CC)S(C)(=O)=O)cc1 (stereo not given),8%,1.7%,-8%,-3%,10%,
N=c1ccn(Cc2cccc(Cl)c2)cc1,5%,1.2%,7%,0%,-4%,
CN1CCN(c2nc(NCc3ccco3)nc(N)c2[N+](=O)[O-])CC1,-5%,1.1%,6%,9%,-14%,
COc1cccc(CNC(=O)CN(C)S(=O)(=O)c2cnc[nH]2)c1,5%,0.9%,1%,-11%,1%,
O=C(Nc1ncc2c(n1)CC(c1ccco1)CC2=O)c1ccco1 (stereo not given),-6%,i,-4%,-1%,-3%,
COc1ccc(CN(C(=O)c2cc3ccccc3oc2=O)C2CCCC2)cc1,8%,5.8%,4%,3%,3%,
CS(=O)(=O)Nc1ccc(C(=O)Nc2ccc(S(=O)(=O)N3CCCCC3)cc2)cc1,9%,6.5%,-7%,-7%,0%,
COc1cc2c(cc1OC)-c1cc(NC3CCCCC3)nc(=O)n1CC2,-6%,8.5%,-15%,-2%,-8%,
Cc1cc(NC(=O)CSc2nc(Cc3ccc(O)cc3)c(C)[nH]2)no1,-14%,i,-40%,9%,14%,
Cc1nc2ccccc2c(=O)n1-c1ccc(NS(=O)(=O)c2ccc(F)cc2F)cc1,-7%,0.2%,13%,12%,-1%,
N#CC1=C2SCCN2C(=O)C(C#N)C12CCCCC2 (stereo not given),1%,i,1%,0%,-14%,
CCn1ncc(Cl)c1C(=O)Nc1ccncc1,-4%,i,11%,-6%,-5%,
CSc1cccc(NC(=O)CCc2ccccc2)c1,14%,2.0%,8%,4%,?,
CCOc1ccc(NC(=S)N2c3ccccc3CC2C)cc1 (stereo not given),12%,i,9%,8%,-9%,
Cc1ccc(OCc2nnc(SCC(=O)c3cccs3)n2-c2ccccc2)cc1C,-8%,7.3%,2%,15%,-1%,
CCN(CC(=O)NCc1cccs1)C(=O)COc1ccc(C(C)=O)cc1,-2%,1.6%,nt,-8%,-6%,
O=C(Cc1coc2ccc3ccccc3c12)NC1CCCc2ccccc21 (stereo not given),21%,2.1%,-1%,-9%,-4%,
Cc1ccc(C2(C)NC(=O)N(CC(=O)Nc3c(C)n(C)n(-c4ccccc4)c3=O)C2=O)cc1 (stereo not given),-6%,0.5%,-9%,-8%,-5%,
CN(C(=O)c1ccc(NC(=O)Cc2cccc(NC(=O)C3CCCN(C(=O)C4CC4)C3)c2)cc1)C1CC1 (stereo not given),nt,1.6%,nt,-7%,nt,
CCN1CCN(C(C(=O)NC2CCCCC2)c2ccc(Cl)cc2)CC1 (stereo not given),47%,i,-4%,17%,-6%,
CN(C)CCCN(C(=O)c1ccc(S(=O)(=O)N2CCc3ccccc32)cc1)c1nc2ccc(F)cc2s1,12%,?,-2%,20%,2%,
CCS(=O)(=O)c1cc([N+](=O)[O-])c(Sc2ccccc2NC(C)=O)s1,21%,1.5%,4%,11%,-4%,

# Quoted at random: two compounds from above.
SMILES,tuberculosis growth,VEEV TC-83 Vero,PhoP GFP inhibition,influenza NS1A,M. tuberculosis HTS,others
Cc1ccc(C2(C)NC(=O)N(CC(=O)Nc3c(C)n(C)n(-c4ccccc4)c3=O)C2=O)cc1 (stereo not given),-6%,0.5%,-9%,-8%,-5%,
CCS(=O)(=O)c1cc([N+](=O)[O-])c(Sc2ccccc2NC(C)=O)s1,21%,1.5%,4%,11%,-4%,
